From PubChem
GC-B act: GC-B (human) receptor activation | P20594 | HEK293-GC-B cells, CNP EC30, cGMP TR-FRET; 0% at EC30 CNP, 100% saturating CNP | activation, % at 10 µM | 370,000 compounds, 0.11% hits;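 active = activation at 10 µM reaching about 35% in either raw or pattern-adjusted values, limit read from the data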
ARFGAP1 inhibitor: inhibits rat ARF GTPase activating protein 1; 360,000 compounds, 0.26% hits; AID 651572; Q62848; inhibition, % at 16.5 µM; Arfgap1-stimulated ARF1 GTP hydrolysis, GDP FP detection;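 active = inhibition above a per-plate limit, mean inhibition of low control wells plus 3 SD, cut at about 25% in these data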;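 also: 0% = DMSO wells with enzyme and 100% = wells lacking Arfgap1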
Target sequence (Q62848 1-136 limits assumed): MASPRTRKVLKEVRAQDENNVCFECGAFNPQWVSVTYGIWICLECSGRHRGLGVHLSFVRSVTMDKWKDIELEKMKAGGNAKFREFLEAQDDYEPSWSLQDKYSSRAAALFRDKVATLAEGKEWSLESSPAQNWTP
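Assay system: purified rat His6-Arfgap1 residues 1-136 (GAP domain); Reagent: human Δ17 ARF1 bound to GTP; Dosing: 16.5 µM single point, 1.26% DMSO; Times: GTP hydrolysis reaction 2 h at 25 °C; Signal: FP, GDP Alexa 633 tracer displaced from anti-GDP antibody, 620/688 nm; Measure: % inhibition from polarization.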
ABHD4 inh: inhibits mouse alpha/beta hydrolase domain 4. inhibition, % at 8.92 µM. 370,000 compounds, 0.54% hits. purified mABHD4, FP-Rh probe fluorescence polarization. Q8VD66. AID 720543;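 active = inhibition exceeding the mean over every tested compound plus 3 SD, cut at about 30% in these data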;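 also: 0% = plate median of compound wells and 100% = S159A mutant with DMSO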
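System: mouse ABHD4 enzyme, wild type / Medium: HEPES pH 7.0, NaCl, Pluronic buffer / Reagent: FP-Rh activity-based fluorescent probe / Control set: S159A mutant high control, sample median low control / Detection: fluorescence polarization with parallel and perpendicular emission, 525/598 nm / Schedule: 45 min + 60 min at 25 °C / Compound dosing: 8.92 µM, single dose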
NPR1 activator: GC-A (human) enzyme activation | activation, % at 10 µM | HEK293 GC-A cells, cGMP TR-FRET, EC30 ANP; 0% at EC30 ANP, 100% saturating ANP | AID 1671463 | 370,000 compounds, 0.14% hits; in the data active = activation above about 40%
HTRA1 inh: HTRA1 (human) protease inhibition; recombinant HTRA1, FP-rhodamine activity-based probe, fluorescence polarization; AID 504803; Q92743; inhibition, % at 5.96 µM; 340,000 compounds, 0.5% hits; in the data active = inhibition above about 36%;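 also: 0% = enzyme with DMSO and 100% = wells lacking enzyme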
Target sequence (Q92743 whole entry, looked up): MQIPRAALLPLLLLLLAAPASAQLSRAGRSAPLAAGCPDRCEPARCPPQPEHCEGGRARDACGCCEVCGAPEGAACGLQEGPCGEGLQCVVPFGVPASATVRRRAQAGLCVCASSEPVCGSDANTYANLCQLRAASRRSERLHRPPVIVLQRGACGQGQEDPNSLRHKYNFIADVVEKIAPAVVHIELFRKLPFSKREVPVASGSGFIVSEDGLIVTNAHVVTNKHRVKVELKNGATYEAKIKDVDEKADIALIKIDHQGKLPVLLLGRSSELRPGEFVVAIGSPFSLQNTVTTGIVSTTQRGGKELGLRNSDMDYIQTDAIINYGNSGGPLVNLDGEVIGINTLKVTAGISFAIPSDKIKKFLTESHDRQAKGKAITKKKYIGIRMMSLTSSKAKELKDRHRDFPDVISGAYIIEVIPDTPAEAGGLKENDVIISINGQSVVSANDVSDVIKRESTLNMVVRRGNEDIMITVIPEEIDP
SMARCA2 activ: SMARCA2 function activation, primary screen. MG213 cells, MMTV-luciferase reporter, dexamethasone, overnight. activation, % at 9.1 µM. 370,000 compounds, 1% hits; in the data active = activation above about 7.8%;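 also: 0% = vehicle wells and 100% = reference activator wells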
NR1D1 modulator: modulates human Rev-erb alpha binding to DNA; P20393; activity, % at 10 µM; 370,000 compounds, 0.79% hits; Rev-erbα–FITC-DNA binding, fluorescence polarization, 90 min;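 active = activity above about 14%, limit read from the data; passing the limit was not always enough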;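 also: 0% = DMSO wells with 35 nM protein and 100% = DMSO wells with 750 nM protein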
PG9 Ab binder: PG9 antibody binding by small molecule; 360,000 compounds, 0.43% hits; inhibition, % at 6.7 µM; TR-FRET gp120-PG9 antibody binding; in the data active = inhibition above about 8.5%
ASAP1 inh: ASAP1 ArfGAP inhibition; ASAP1-stimulated ARF1 GTP hydrolysis, GDP FP detection; inhibition, % at 16.5 µM; 360,000 compounds, 0.19% hits; AID 624377; in the data active = inhibition above about 25%;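 also: 0% = vehicle with enzyme and substrate and 100% = no enzyme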
Target sequence (Q9ULH1 325-724 limits assumed): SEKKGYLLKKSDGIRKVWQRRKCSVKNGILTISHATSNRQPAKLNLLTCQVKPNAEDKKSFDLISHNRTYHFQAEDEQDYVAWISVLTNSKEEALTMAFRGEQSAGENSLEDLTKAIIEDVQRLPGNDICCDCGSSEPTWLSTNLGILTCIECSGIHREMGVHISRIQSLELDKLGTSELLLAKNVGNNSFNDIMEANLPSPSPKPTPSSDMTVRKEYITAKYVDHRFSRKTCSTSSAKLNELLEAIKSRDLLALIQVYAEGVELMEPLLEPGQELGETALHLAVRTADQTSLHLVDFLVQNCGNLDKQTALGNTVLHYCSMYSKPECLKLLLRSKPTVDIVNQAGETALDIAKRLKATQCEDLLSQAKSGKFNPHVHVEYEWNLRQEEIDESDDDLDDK
rCAG RNA binder: r(CAG) repeat RNA binding | 370,000 compounds, 1.3% hits | AID 651821 | TO-PRO-1 dye displacement fluorescence | inhibition, % at 3 µM;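 active = inhibition above the plate cutoff, the mean of all test compounds on that plate plus 3 SD, cut at about 35% in these data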;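 also: 0% = DMSO alone and 100% = 100 µM mitoxantrone as full dye displacement; higher means more dye released from RNA so lower well fluorescence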
* hit, by the source's call; · = not tested or not shown.

SMILES	GC-B act	ARFGAP1 inhibitor	ABHD4 inh	NPR1 activator	HTRA1 inh	SMARCA2 activ	NR1D1 modulator	PG9 Ab binder	ASAP1 inh	rCAG RNA binder
COc1cccc(NC(=O)CN(C)C(=O)c2ccccc2CCc2ccccc2)c1	3	0	-8	1	-27	-3	1	-0.2	9	-5
CC(C)N(Cc1ccccc1)C(=O)c1cccs1	4	2	1	-1	0	-3	1	0.1	7	-6
O=C(CNc1cccc(C(F)(F)F)c1)N/N=C/c1cn(-c2ccccc2)nc1-c1ccccc1	-1	8	-6	3	-33	-1	2	0.8	8	9
CN(Cc1c(C(=O)N/N=C/c2cccc(F)c2)nnn1-c1nonc1N)c1ccccc1	-3	-10	-10	2	-28	0	1	-0.2	0	4
CCCCN(C(=O)C1CCC1)c1c(N)n(Cc2ccccc2)c(=O)[nH]c1=O	0	-15	3	1	3	-4	2	1.1	-11	1
Cc1nc([N+](=O)[O-])cn1CC(=O)c1ccc(Br)cc1	1	8	0	1	0	0	-8	0.2	-8	-1
COc1ccc(CN(Cc2ccc(C(=O)O)cc2)C(=S)Nc2ccccc2C)cc1OC	-1	5	-1	0	5	1	-1	0.3	-2	2
O=c1c2ccccc2oc2c1oc1ccccc12	-3	-2	5	-3	-6	14*	8	0.8	-13	6
COc1cc(/C=C/C(=O)OCC(=O)NCc2ccco2)cc(OC)c1OC	-5	4	-5	2	-5	-2	-2	0.5	12	-7
CCCCN(CCCC)C(=O)C1CC=CCC1C(=O)O (stereo unspecified)	3	-1	6	2	-6	0	5	-0.1	10	0
O[C@@H]1CN(CC2CCCCC2)[C@@H](c2ccc(Cl)cc2)C[C@H]1n1cc(-c2ccc(F)cc2)nn1	-7	9	5	-4	-21	4	1	-1.4	-4	6
O=C(c1cccc(S(=O)(=O)Nc2ccccc2Cl)c1)N1CCC1	-2	-1	-1	0	2	-2	-6	0.1	6	-1
Nn1c(SCC(=O)Nc2ccccc2C(F)(F)F)nncc1=O	1	3	3	0	6	0	4	-0.3	-2	2
N#Cc1c(NC(=O)CSc2nc(N)cc(=O)[nH]2)sc2c1CCCCCC2	-3	-11	-5	-2	-15	-4	2	-2.2	1	17
CC(OC(=O)CCC(=O)c1cccs1)C(=O)NC1CCCCC1C (stereo unspecified)	0	4	2	3	1	1	-3	1.5	1	0

3 entries already listed, ordered by their value in HTRA1 inh, lowest first.
SMILES | HTRA1 inh
O=c1c2ccccc2oc2c1oc1ccccc12 | -6
CC(OC(=O)CCC(=O)c1cccs1)C(=O)NC1CCCCC1C (stereo unspecified) | 1
COc1ccc(CN(Cc2ccc(C(=O)O)cc2)C(=S)Nc2ccccc2C)cc1OC | 5

More results follow.
SMILES	GC-B act	ARFGAP1 inhibitor	ABHD4 inh	NPR1 activator	HTRA1 inh	SMARCA2 activ	NR1D1 modulator	PG9 Ab binder	ASAP1 inh	rCAG RNA binder
CCOC(=O)CC1(C)NC(=O)c2c(C)sc(C(=O)OCC)c2N1 (stereo unspecified)	4	6	-6	-4	0	2	5	1.4	4	-2
NC(=O)C1CCN(c2oc(-c3ccccc3F)nc2S(=O)(=O)c2ccc(Cl)cc2)CC1	-3	3	1	0	1	0	-2	-0.8	7	0
CCOC(=O)Cn1c(=O)c2c(nc(N3CCCCC3)n2C)n(C)c1=O	5	11	-2	-4	1	0	2	5.6	-1	2
O=C(CCc1ccccc1)NC(=S)Nc1cc(C(F)(F)F)ccc1N1CCOCC1	0	·	·	7	-25	·	-1	·	·	·
O=C(Cc1cccc(C(F)(F)F)c1)OCC(=O)N1CCN(S(=O)(=O)c2ccc(Cl)cc2)CC1	-5	7	-11	-4	-11	-1	2	-0.1	-11	-4
CCc1c(C)nc2c(C)cccc2c1SCCC#N	4	7	-14	-5	-4	4	-5	1.2	0	-4
Cc1ccc(-n2nc3c(=O)n(CCCC(=O)NCc4ccccc4Cl)nc(C)c3c2C)cc1	-6	0	4	-7	-2	1	1	-1.7	-12	-2
Cc1ccc(NC(=O)CN(C)CC(=O)Nc2ccccc2C#N)cc1	3	2	2	-2	1	-4	1	-0.1	-8	-3
CC(CCc1ccc(O)cc1)NCc1ccc(Cl)cc1Cl (stereo unspecified)	-3	0	1	-4	-12	1	7	-2.2	8	-3
O=C(Nc1ccc(F)cc1)OC1CC2CC1[C@H]1CCCCN1[C@H]2Cc1ccccc1 (stereo partly specified)	-5	·	5	-7	·	-2	-1	·	·	9
C[C@H](CO)N1C[C@H](C)[C@@H](CN(C)C(=O)c2ccccn2)Oc2cc(Br)ccc2S1(=O)=O	6	1	5	2	1	-4	-4	-2.5	-5	1
CCCC(=O)Nc1ccc2c(c1)nc1n2CCN(CCOC)C1	-2	0	7	4	13	0	-5	1.2	-1	-4
CC(C)CN(C(=O)COc1ccc(C(C)(C)C)cc1)C1CCS(=O)(=O)C1 (stereo unspecified)	-3	-5	-3	0	7	0	2	-1.9	-5	-8
CO/N=C/c1c(-c2ccccc2)nn(C)c1Cl	2	-3	0	7	-5	-1	8	-2.2	-2	-4
COCC(=O)N[C@H]1CC[C@@H](CC(=O)NCc2ccccc2OC)O[C@@H]1CO	-7	-6	-4	2	·	-6	-1	-0.2	2	0
O=C(CCCCCn1c(=O)[nH]c2ccccc2c1=O)N1CCN(Cc2ccc3c(c2)OCO3)CC1	-2	-10	6	1	-3	-1	-2	-1.3	-4	-10
CCc1cccc2c(C(=O)COC(=O)c3ccc([N+](=O)[O-])s3)c[nH]c12	-5	12	-15	-5	-1	-3	3	-2.1	12	27
CCC(C)N(C(=O)COC(=O)c1cc([N+](=O)[O-])ccc1N1CCOCC1)C1CCS(=O)(=O)C1 (stereo unspecified)	2	-6	-1	0	0	-4	3	-0.5	3	-5
COc1cc(C(c2c(C)[nH][nH]c2=O)c2c(C)[nH][nH]c2=O)cc(Cl)c1O	2	-1	2	-2	-4	-3	7	-3.7	4	0
COCCNC(=O)C(c1ccco1)N(C(=O)Cn1nnc2ccccc21)c1ccc(C)cc1C (stereo unspecified)	-4	0	-1	-2	4	-1	1	-1.1	7	-6
Cc1ccc(S(=O)(=O)NC(=O)NC(C)(C)C)cc1	4	-2	2	-1	3	3	-9	1.0	6	6
O=C(c1ccc(Cl)c(S(=O)(=O)N2CCOCC2)c1)N(Cc1nnc(-c2ccccc2Cl)o1)C1CC1	-2	-5	-3	-2	-3	-1	1	-1.4	-12	-2
COC(=O)c1ccccc1NC(=O)Nc1cc(C)cc(C)n1	4	7	6	2	3	4	2	-3.7	9	0
CN(C)CCSc1nc2cc(S(=O)(=O)N3CCCCC3)ccc2o1	-5	-10	6	2	3	-3	2	-2.1	-16	-2
O=C(NC1=NCCS1)c1cc(-c2ccc(-c3ccccc3)cc2)nc2ccccc12	-12	7	-16	4	-20	4	17	1.4	4	8
CCC(=O)Nc1cccc(C2=NOC3(C2)C[C@@H](C(N)=O)N(C(=O)COc2ccc(Cl)cc2)C3)c1 (stereo partly specified)	1	6	-4	0	-12	1	6	-1.5	8	0
Oc1ccc(/C=N/Nc2nc(N3CCCC3)nc(N3CCCC3)n2)cc1O	7	8	30*	-2	27	-4	-1	-1.6	5	0
Cc1cccc(C)c1OCC(=O)Nc1c(C)nn(C)c1C	5	9	-7	1	0	-3	-5	-1.1	20	-6
CCCCn1nnnc1C(c1cccc2ccccc12)N1CCN(C/C=C/c2ccccc2)CC1 (stereo unspecified)	-4	20	8	-10	·	-4	9	-1.4	11	7
O=C(COC(=O)c1n[nH]c2ccccc12)c1cccc(Br)c1	-2	13	15	0	-38	2	3	-0.1	7	12
O=C(O)c1cccc(S(=O)(=O)N2CCN(S(=O)(=O)c3ccc4ccccc4c3)CC2)c1	8	4	-9	6	6	-2	3	1.0	-3	28
CCOC(=O)c1ccc(NC(=O)COc2ccccc2CNCCO)cc1	2	-3	4	1	-1	1	-4	1.8	9	1
C[C@]12c3[nH]c4ccc(Cl)cc4c3CCN1C(=O)[C@@H](CC(=O)NCCc1ccccn1)C[C@@H]2C(=O)N1CCCCC1	-6	10	-3	-6	1	3	3	0.6	5	0
CCn1c(=O)n(CC)c2cc(N)ccc21	-6	-1	3	-2	6	0	-2	-3.0	9	-3
COc1cccc(N2CCN(S(=O)(=O)c3cc4c(cc3Cl)NC(=O)CO4)CC2)c1	-4	-9	-8	-1	-1	-2	-1	-0.8	-2	11
S=c1[nH]nc(COc2ccccc2)n1/N=C/c1ccc(Cl)cc1Cl	-8	3	-3	-9	-11	-1	-3	-0.3	-15	12
CC1CCCCC1NC(=O)COc1cccnc1[N+](=O)[O-] (stereo unspecified)	-1	5	-1	0	-1	-3	6	-2.2	5	-3
COc1ccc(N=C2CCS(=O)(=O)c3sccc32)cc1	-9	11	-1	1	11	1	-2	-1.2	11	4
Cc1occc1C(=O)N1CCN(C(=O)C2CCCO2)CC1 (stereo unspecified)	8	1	0	5	2	-1	-2	0.1	-7	-2
CC1=NNC(=O)C1CC(=O)N/N=C/C=C/c1ccccc1 (stereo unspecified)	-1	1	8	0	8	1	5	-1.1	-8	0
N#Cc1nc(-c2ccc(OCc3ccccc3)cc2)oc1NCc1ccco1	-1	-2	-1	2	-2	-5	-6	-1.1	11	5
O=C(Nc1ccc(-c2csc(Nc3ccc(Cl)cc3)n2)cc1)c1cc([N+](=O)[O-])cc(C(F)(F)F)c1	-6	-5	-9	-2	-7	-1	-1	-1.0	12	30
CCOC(=O)CN(Cc1ccccc1)S(=O)(=O)c1ccc(NC(C)=O)cc1	-2	-1	-3	-1	-6	-5	1	1.9	3	-1
CC(C)C[C@H](NC(=O)c1cc2cc(Cl)ccc2n1C)C(=O)N1CCC(C(=O)O)CC1	1	12	-2	1	4	1	-4	-2.5	-1	16
CCCNC(=O)c1cc(C2CCCCN2C(=O)OCC(C)C)on1 (stereo unspecified)	1	5	5	0	·	-5	-4	-1.1	5	-2

Entries above containing a furan ring, fused or not:
SMILES	GC-B act	ARFGAP1 inhibitor	ABHD4 inh	NPR1 activator	HTRA1 inh	SMARCA2 activ	NR1D1 modulator	PG9 Ab binder	ASAP1 inh	rCAG RNA binder
O=c1c2ccccc2oc2c1oc1ccccc12	-3	-2	5	-3	-6	14*	8	0.8	-13	6
COc1cc(/C=C/C(=O)OCC(=O)NCc2ccco2)cc(OC)c1OC	-5	4	-5	2	-5	-2	-2	0.5	12	-7
COCCNC(=O)C(c1ccco1)N(C(=O)Cn1nnc2ccccc21)c1ccc(C)cc1C (stereo unspecified)	-4	0	-1	-2	4	-1	1	-1.1	7	-6
Cc1occc1C(=O)N1CCN(C(=O)C2CCCO2)CC1 (stereo unspecified)	8	1	0	5	2	-1	-2	0.1	-7	-2
N#Cc1nc(-c2ccc(OCc3ccccc3)cc2)oc1NCc1ccco1	-1	-2	-1	2	-2	-5	-6	-1.1	11	5

Following part.
SMILES	GC-B act	ARFGAP1 inhibitor	ABHD4 inh	NPR1 activator	HTRA1 inh	SMARCA2 activ	NR1D1 modulator	PG9 Ab binder	ASAP1 inh	rCAG RNA binder
CCCS(=O)(=O)N1CCc2ccc(NC(=O)C3CCCO3)cc2C1 (stereo unspecified)	3	3	0	2	0	1	-4	-1.5	2	2
Cc1ccc(OCC(=O)NNC(=O)CCC(=O)Nc2ccc(C)cc2C)cc1	4	10	-2	3	-2	2	0	-1.0	1	-1
O=C(O)CCCNC(=O)Cc1ccccc1	2	-5	2	3	4	0	-4	0.4	0	1
CCCC1C(=O)Nc2ccccc2N1C(=O)c1ccc(C(C)(C)C)cc1 (stereo unspecified)	3	-16	-13	-2	-33	-4	-1	-1.1	15	-10
